BoNT A protease: inhibitors of Botulinum neurotoxin A light chain protease; multiplex microsphere protease substrate cleavage, flow cytometry; 360,000 compounds, 0.17% hits; inhibition, % at 10 µM; further: plate controls were buffer without enzyme for full effect and enzyme alone for no effect
DUSP3 inh: DUSP3 (human) phosphatase inhibition | 290,000 compounds, 0.52% hits | inhibition, % at 13.3 µM | P51452 | AID 1654 | recombinant VHR phosphatase, pNPP absorbance; in the data active means inhibition above about 50%; further: some compounds called inactive have numbers as strong as hits
Target sequence (P51452 whole entry, looked up): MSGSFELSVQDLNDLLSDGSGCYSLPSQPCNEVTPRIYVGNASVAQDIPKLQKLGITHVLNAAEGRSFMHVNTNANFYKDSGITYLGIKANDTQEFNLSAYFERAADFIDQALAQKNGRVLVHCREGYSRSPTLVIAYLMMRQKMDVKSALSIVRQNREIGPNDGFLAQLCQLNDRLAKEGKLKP
SARS 3CLpro inh: SARS-CoV 3CLpro protease inhibition; P0C6X7; recombinant SARS-CoV 3CLpro, quenched FRET peptide cleavage; inhibition, % at 6 µM; 290,000 compounds, 0.14% hits; AID 1706; in the data active means inhibition above about 12%
PriA SSB inh: blocks PriA binding to SSB C-terminal tail | AlphaScreen SSBct-PriA binding, biotinylated peptide | inhibition, % at 33 µM | 430,000 compounds, 0.6% hits | AID 1272365; in the data active means inhibition mostly above about 37%, no sharp cut-off; inactive means mostly below about 20%;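 further: plate controls were negative control peptide for no effect and reference peptide for full effect; strong numbers were not always called active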
BoNT F protease: inhibitors of Botulinum neurotoxin F light chain protease; AID 588497; inhibition, % at 10 µM; Multiplex microsphere protease cleavage assay, flow cytometry; 360,000 compounds, 0.22% hits; in the data active means inhibition above about 35%, passing the limit was not always enough; inconclusive means no clear call, values can overlap the other calls; further: plate controls were buffer without enzyme for full effect and enzyme alone for no effect
Anthrax LF inh2: anthrax lethal factor protease inhibition. P15917. multiplex microsphere protease cleavage assay, LF. inhibition, % at 10 µM. 360,000 compounds, 0.12% hits. AID 588501; further: plate controls were buffer without enzyme for full effect and enzyme alone for no effect
Target sequence (P15917 whole entry, looked up): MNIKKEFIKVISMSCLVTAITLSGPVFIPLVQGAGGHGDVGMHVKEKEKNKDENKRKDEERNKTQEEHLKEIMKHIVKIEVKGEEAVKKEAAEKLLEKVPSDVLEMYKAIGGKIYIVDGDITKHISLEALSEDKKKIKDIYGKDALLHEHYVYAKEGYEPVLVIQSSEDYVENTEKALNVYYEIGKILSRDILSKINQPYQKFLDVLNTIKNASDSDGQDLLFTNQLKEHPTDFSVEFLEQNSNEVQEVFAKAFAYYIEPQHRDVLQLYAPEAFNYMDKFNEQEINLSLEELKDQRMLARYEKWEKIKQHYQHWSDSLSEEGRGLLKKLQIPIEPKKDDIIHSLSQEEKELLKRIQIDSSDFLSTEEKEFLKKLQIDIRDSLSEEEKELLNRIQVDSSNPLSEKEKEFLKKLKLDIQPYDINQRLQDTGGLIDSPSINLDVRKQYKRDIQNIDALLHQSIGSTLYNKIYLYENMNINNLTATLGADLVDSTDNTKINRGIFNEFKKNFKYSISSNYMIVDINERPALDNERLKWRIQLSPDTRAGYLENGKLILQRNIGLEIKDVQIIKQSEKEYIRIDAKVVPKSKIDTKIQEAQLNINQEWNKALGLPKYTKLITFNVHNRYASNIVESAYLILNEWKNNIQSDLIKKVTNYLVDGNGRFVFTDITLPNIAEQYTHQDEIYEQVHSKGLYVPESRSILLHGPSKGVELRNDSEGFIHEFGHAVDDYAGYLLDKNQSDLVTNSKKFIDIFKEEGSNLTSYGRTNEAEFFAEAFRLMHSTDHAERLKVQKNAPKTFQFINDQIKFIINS
PrPC TRFRET: reduces human prion protein on the cell surface; 370,000 compounds, 0.43% hits; cell surface PrPC, TR-FRET read-out; P04156; inhibition, % at 13.8 µM; in the data active means inhibition above about 24%; further: 0% = median of the test wells and 100% = reference compound wells
CCHFV vOTU inh: blocks the CCHF virus ovarian tumor domain protease; inhibition, % at 11.5 µM; AID 651958; CCHFV vOTU protease, Pep-AMC fluorescence; 370,000 compounds, 0.55% hits; in the data active means inhibition above about 30%; further: 0% = vehicle wells with enzyme and 100% = no enzyme wells
Rv3671c inh: inhibits the M. tuberculosis serine protease Rv3671c | inhibition, % at 5.96 µM | 320,000 compounds, 0.048% hits; in the data active means inhibition above about 38%;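 further: extracellular domain of Rv3671c used as enzyme; 0% = enzyme with DMSO and 100% = no enzyme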
MazF activator: activators of E. coli MazEF toxin-antitoxin RNase; FAM/BHQ RNA-DNA oligo cleavage fluorescence, 5 h; 350,000 compounds, 0.32% hits; P0AE70; activation, % at 20 µM; in the data active means activation above about 50%
Target sequence (P0AE70 whole entry, looked up): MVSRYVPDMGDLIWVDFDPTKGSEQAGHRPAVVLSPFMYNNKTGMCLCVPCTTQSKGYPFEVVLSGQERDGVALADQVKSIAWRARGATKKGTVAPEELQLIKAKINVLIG
* = called active by the depositor; i = inactive; ? = inconclusive; . = no result given; & = joins results of further samples. Unless noted, no stated cut-off is given here; in the data, active means inhibition above about 30%; inconclusive means no clear call, values can overlap the other calls; inactive means below that. Only part of the results is shown; rates above refer to the full screens.

SMILES | BoNT A protease | DUSP3 inh | SARS 3CLpro inh | PriA SSB inh | BoNT F protease | Anthrax LF inh2 | PrPC TRFRET | CCHFV vOTU inh | Rv3671c inh | MazF activator
COC(=O)c1ccc(Cn2cc([N+](=O)[O-])cn2)cc1 | 0.5 | 9 | -5 | -12 | ? | -23 | 3 | 7 | 3 | -7
C=CCn1c(=O)c2ccccc2n2c(=S)[nH]nc12 | -3.2 | 24 | -6 | -4 | -28 | -5 | 1 | 4 | -3 | 0
CCN(CC)c1ccc(/C=N/NC(=O)c2cc(C)nc3ccccc23)cc1 | -3.3 | 5 | -4 | i | 3 | 6 | 1 | 6 | 6 | 0
NS(=O)(=O)c1ccc(NC(=S)N2CCN(Cc3ccc4c(c3)OCO4)CC2)cc1 | 0.4 | 44 | -2 | -11 | -6 | -7 | 8 | 3 | -9 | 1
Cc1ccc(CN2CCC(NC(=O)c3ccccc3)CC2)cc1 | -0.6 | 20 | -2 | -2 | -8 | 20 | -2 | 2 | 9 | 9
CC(=O)c1c(C)[nH]c(C(=O)OCc2cccc(Cl)c2)c1C | -0.5 | 0 | 1 | 1 | -7 | -7 | 22 | -3 | -15 | 3
Cc1cc(O)c(N)c(C)c1Cl | -1.6 | 7 | -3 | 4 | -8 | 0 | 1 | 7 | 4 | 18
COc1c(O)cccc1[C@@H](O)C1CCN(CCc2ccc(F)cc2)CC1 | -0.1 | . | . | -13 | 1 | 3 | -2 | -2 | 7 | -37
O=C(Nc1sc2c(c1C(=O)NCc1ccco1)CCCC2)c1ccc2c(c1)OCO2 | 4.9 | 3 | 1 | -13 | 6 | -5 | 0 | -27 | -9 | 6
Cc1noc(C)c1NC(=O)N(C)C[C@@H]1Oc2ccc(NC(=O)C3CCCCC3)cc2C(=O)N([C@@H](C)CO)C[C@H]1C | 0.0 | . | . | -1 | -17 | 6 | -2 | 1 | 3 | 7
CC1CCCC(NC(=O)COC(=O)COc2ccccc2Cl)C1C (centres undefined) | -1.5 | 43 | 5 | -2 | -4 | 3 | 0 | 9 | 0 | 4
CCN1CCN(CC(=O)Nc2ccc(OC(F)(F)F)cc2)CC1 | 0.2 | 6 | -4 | -17 | ? | 9 | 5 | -3 | 11 | 4
COc1ccc(S(=O)(=O)Nc2cc3c(C(C)=O)c(C)oc3c3ccccc23)cc1 | -0.2 | -17 | 2 | -13 | 6 | 2 | 10 | -2 | -10 | 6
CC(C)c1nnc(NC(=O)C2CCCO2)s1 (centres undefined) | -0.9 | 8 | 5 | -9 | -1 | -4 | 1 | -6 | -6 | 4
CCN(Cc1ccccc1)c1ccc(/C=N/N=C(N)N)cc1 | -0.2 | 3 | 0 | . | -3 | -3 | 0 | -12 | 9 | 19
CCn1c(SCC(=O)c2ccc3c(c2)OCCO3)nnc1C(C)C | 0.2 | 3 | -1 | 2 | 9 | -11 | 4 | 7 | -3 | 9
COc1ccc2c(c1)CCc1c(C(=O)NCCN3CCOCC3)noc1-2 | -0.4 | -19 | -5 | -9 | -7 | -2 | -6 | -2 | 6 | 1
COC(=O)c1sc(OC)cc1OCc1ccc(C)cc1 | 1.0 | 6 | 1 | -11 | 1 | -3 | -5 | -10 | -3 | 2
COc1cccc(OCc2nc3c4cnn(-c5ccccc5)c4ncn3n2)c1 | 0.1 | -9 | -5 | 0 | -10 | -2 | 0 | -8 | 2 | -4
CCc1ccc(N(CC(=O)Nc2ccccc2C(=O)N2CCOCC2)S(C)(=O)=O)cc1 | 0.3 | -4 | 4 | -10 | -4 | -2 | -2 | -4 | -7 | 7
O=C(Nc1ccccn1)c1ccc2ccccc2c1O | -1.7 | -14 | -6 | -11 | -10 | -24 | -5 | -8 | -1 | 0
C/C(=N\N=C\c1ccccc1)c1nnn(-c2nonc2N)c1C | -1.5 | 17 | 4 | . | 3 | 0 | 2 | 8 | 6 | 0
CCN1CCN(C(=O)c2cc3cc(Cl)ccc3[nH]2)CC1 | 1.1 | -2 | 0 | 0 | 11 | -9 | 1 | 6 | 6 | -8
CC(=O)c1ccc(NC(=O)c2cccs2)cc1 | -0.4 | 12 | -8 | -1 | -3 | 1 | 8 | -17 | -16 | -4
COc1ccc(OC)c2[nH]c(=O)c(CCNS(=O)(=O)c3ccccc3)cc12 | -0.2 | 4 | -2 | 2 | -5 | -2 | 0 | 11 | 5 | 10

Single records, from the list above:
CCN1CCN(CC(=O)Nc2ccc(OC(F)(F)F)cc2)CC1 is entered as BoNT A protease = 0.2; DUSP3 inh = 6; SARS 3CLpro inh = -4; PriA SSB inh = -17; BoNT F protease = ?; Anthrax LF inh2 = 9; PrPC TRFRET = 5; CCHFV vOTU inh = -3; Rv3671c inh = 11; MazF activator = 4
CCc1ccc(N(CC(=O)Nc2ccccc2C(=O)N2CCOCC2)S(C)(=O)=O)cc1 is entered as BoNT A protease = 0.3; DUSP3 inh = -4; SARS 3CLpro inh = 4; PriA SSB inh = -10; BoNT F protease = -4; Anthrax LF inh2 = -2; PrPC TRFRET = -2; CCHFV vOTU inh = -4; Rv3671c inh = -7; MazF activator = 7

Further records
SMILES | BoNT A protease | DUSP3 inh | SARS 3CLpro inh | PriA SSB inh | BoNT F protease | Anthrax LF inh2 | PrPC TRFRET | CCHFV vOTU inh | Rv3671c inh | MazF activator
COc1ccc(C(=S)NCS(=O)(=O)c2ccc(C)cc2)cc1 | -0.5 | -5 | -4 | -6 | -1 | -2 | -1 | 8 | -6 | 2
CCCNC(=S)NCc1ccc(Cl)cc1 | -0.8 | 6 | 2 | -11 | -6 | -2 | 6 | -3 | 9 | -4
O=C(O)CC1OCC=C2CN3CCC45c6ccccc6NC4C1C2CC35 (centres undefined) | -3.5 | 83 | -2 | -6 | -1 | 1 | 0 | -10 | -12 | 4
O=C(CCc1nc2sc3c(c2c(=O)[nH]1)CCCC3)NCCc1ccc(F)cc1 | 1.3 | 24 | 5 | -8 | 2 | 4 | 1 | 13 | -15 | -12
Cc1cc(C)nc(N2CCCC(C(=O)NCc3ccccc3)C2)n1 (centres undefined) | 2.2 | -10 | -5 | -5 | 6 | -1 | -3 | -12 | -7 | 7
COc1cc2nc(SCc3ccc(F)cc3)n(Cc3cccs3)c(=N)c2cc1OC | ? | 9 | 2 | -1 | -3 | -1 | 4 | 6 | -31 | -5
O=c1cc(/C=C/c2cccs2)[nH]c2ccccc12 | 1.3 | 19 | 3 | 1 | 2 | -4 | -5 | -3 | 6 | 6
CCC1=NC(c2ccc(OC)c(OC)c2)N(O)C1(C)C (centres undefined) | -0.3 | -2 | 3 | -4 | 0 | -2 | 4 | 5 | -4 | 4
O=C1CC(c2ccco2)Cc2nc(NCC3CCCO3)ncc21 (centres undefined) | -0.1 | -8 | -7 | 8 | -1 | -1 | 10 | 15 | -5 | 4
C=CCOc1ccc(C2N3CC4(C)CN2CC(CCC)(C3)C4=O)cc1 (centres undefined) | -0.5 | 18 | -2 | -6 | 4 | -2 | 1 | 10 | -5 | 8
O=C(NCCCn1ccnc1)c1ccccc1F | -0.9 | 9 | -2 | 2 | ? | 0 | 0 | -14 | -2 | 9
COc1cccc(CNC(=O)C23CN(Cc4ccccc4)CC2C(c2ccc([N+](=O)[O-])cc2)=NO3)c1 (centres undefined) | -0.3 | 8 | 3 | 30 | -5 | -8 | -8 | 5 | -2 | 0
COc1ccc2[nH]c(=O)c(CN(Cc3cccnc3)S(=O)(=O)c3ccccc3F)cc2c1 | -0.5 | 22 | -3 | 7 | 1 | 1 | 8 | -18 | -4 | -4
CCCCNC(=O)C1(C)CCCCN1C(=O)c1cccc(OC(F)(F)F)c1 (centres undefined) | 0.0 | . | . | . | -1 | -7 | -2 | 12 | . | .
Cc1ccc(NC(=O)CSc2ccc(S(=O)(=O)N3CCCC3)cn2)cc1F | 3.7 | . | . | -12 | -4 | 4 | 8 | 2 | -13 | 0
COc1ccccc1S(=O)(=O)N1CCn2cccc2C1C (centres undefined) | . | . | . | -8 | . | . | -1 | 1 | . | -7
Cc1nn(C)cc1C1C(C#N)=C(N)N(c2cccnc2)C2=C1C(=O)CCC2 (centres undefined) | -0.1 | 4 | 4 | -13 | -4 | 0 | -4 | 16 | -1 | 9
Clc1cccc(CNCCc2ccc3c(c2)OCO3)c1 | -2.5 | 22 | -5 | -2 | -23 | -8 | 5 | -10 | -5 | 0
COc1ccc(C(=O)N/N=C/c2ccc(N3CCOCC3)s2)cc1OC | 2.2 | . | . | . | -9 | -10 | -5 | 1 | 6 | 7
CN(CC(=O)c1c(N)n(C)c(=O)n(C)c1=O)c1ccccc1 | 6.3 | 20 | 1 | 8 | 0 | 2 | 4 | 6 | 9 | -6
O=C(c1c(F)cccc1F)N1CCC(n2nnc3cc(C(F)(F)F)ccc32)CC1 | 0.0 | 6 | -6 | -5 | -1 | -2 | 5 | 5 | 4 | 4
Cc1c(C(=O)O)sc2nc(CSc3nnc(-c4ccc(F)cc4)n3C)[nH]c(=O)c12 | -1.3 | 6 | -1 | -4 | -1 | -2 | 1 | 3 | 2 | -6
CC(C)N(CCNC(=O)c1ccc(CS(=O)(=O)c2c(Cl)cccc2Cl)o1)Cc1ccccc1 | 0.1 | -9 | -3 | 4 | 4 | 1 | 3 | 15 | -4 | 4
COc1ccc(C2c3[nH]c4ccccc4c3C[C@H]3C(=O)N(C4CCN(Cc5ccccc5)CC4)CC(=O)N23)c(OC)c1 (some centres undefined) | 0.1 | -1 | 5 | -7 | 23 | 13 | -11 | -10 | 3 | -17
CCC(C)NC(=S)Nc1ccc(C(=O)OC)cc1 (centres undefined) | 0.1 | 34 | -3 | -1 | -2 | -2 | 21 | 4 | 1 | 3

Some entries already given, limited to BoNT A protease.
SMILES	BoNT A protease
C/C(=N\N=C\c1ccccc1)c1nnn(-c2nonc2N)c1C	-1.5
CCN1CCN(C(=O)c2cc3cc(Cl)ccc3[nH]2)CC1	1.1

New compounds follow
SMILES | BoNT A protease | DUSP3 inh | SARS 3CLpro inh | PriA SSB inh | BoNT F protease | Anthrax LF inh2 | PrPC TRFRET | CCHFV vOTU inh | Rv3671c inh | MazF activator
CC(C)Cc1cc(C(=O)O)n[nH]1 | 3.5 | -10 | 0 | -2&-13 | 4 | -2 | 2 | 0 | -16 | 0
COc1ccc(S(=O)(=O)NCC2CCCN(Cc3ccc(OC)cc3F)C2)cc1 (centres undefined) | -2.9 | 16 | 4 | -8 | -1 | -4 | -2 | 9 | 3 | 1
CCOc1ccc(C(=S)NC2CCCCC2)cc1OCC | -2.4 | 8 | 7 | -7 | -10 | -2 | -1 | -5 | -5 | 2
O=C(Cc1ccc(S(=O)(=O)N2CCOCC2)s1)Nc1ccc2c(c1)CCC2 | -0.1 | 32 | 4 | -13 | -7 | 0 | 9 | 5 | -5 | 2
COc1ccc(/C=N/NC(=O)c2ccn[nH]2)cc1COc1ccc(F)cc1 | 0.6 | 17 | 0 | . | 3 | 0 | 4 | 16 | -2 | 1
CCc1nc2ccc(C(=O)NCc3ccc4c(c3)OCO4)cn2c1N(C)C(=O)Cc1ccccc1 | -0.3 | . | . | . | 0 | 0 | 4 | 1 | . | .
COc1ccc(F)cc1COc1nc(C)nc2ccccc12 | -1.8 | 27 | -10 | 7 | -15 | -5 | 0 | -14 | -6 | -15
Cc1nc2ccc(NC(=O)N(C)c3ccccc3)cc2s1 | 0.0 | -17 | -3 | -5 | -5 | 1 | -4 | -4 | -6 | -5
CN(C)c1ccc(/C=N/NC(=O)c2ccc3nc[nH]c3c2)cc1 | ? | -5 | -5 | i | ? | -15 | -6 | 6 | -3 | 0
Cc1nc(CNC(=O)c2cc(COc3ccc(F)cc3Cl)on2)cs1 | 1.0 | -12 | -3 | -7 | 5 | 7 | -4 | -4 | 0 | 2
CCn1c(CNc2nc(-c3ccccc3)cs2)nnc1SCC(=O)NCc1ccccc1 | -0.9 | 4 | 0 | -3 | 1 | -1 | -6 | 6 | 8 | -10
CN(C)S(=O)(=O)N1CCN(c2ccc([N+](=O)[O-])c(NC3CC3)c2)CC1 | -0.6 | 6 | 1 | -14 | -3 | 1 | -7 | -4 | 3 | -13
CC1=C(C(=O)OCc2ccccc2)C(c2ccc(Cl)cc2)NC(=O)N1CCCC(=O)O (centres undefined) | . | -7 | 3 | -1 | . | . | 0 | -6 | 5 | -1
